Assay outcomes from PubChem.
GPR55 antagonists = GPR55 antagonists blocking LPI-driven arrestin recruitment, primary screen, imaging, U2OS, beta-arrestin-GFP, LPI agonist (AID 2013); inhibition, % at 10 µM, or IC50 in µM where a hit was titrated; actives 0.13% (n = 290,000); U2OS GPR55 beta-arrestin-GFP translocation imaging, LPI antagonism; higher % means a stronger effect;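 active means spots per cell inhibited over 60%, with over 100 cells counted and total cytoplasm intensity under 500,000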;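 further: U2OS cells stably carrying GPR55 and arrestin-GFP stimulated by 5 µM LPI near EC80; imaged beta-arrestin-GFP aggregate spots per cell after agonist stimulation; plate controls were LPI-stimulated DMSO wells for no effect and DMSO wells without LPI for full effect; some results filed as inactive read as strong as hits; confirmed hits need IC50 under 10 µM and bright autofluorescent wells are also inconclusive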
GPR55 beta-arrestin = GPR55 agonists via beta-arrestin recruitment, primary screen, imaging, U2OS cells, beta-arrestin-GFP redistribution (AID 1961); G-protein coupled receptor 55 (Homo sapiens); U2OS GPR55 beta-arrestin-GFP redistribution imaging; higher % means a stronger effect; one-dose activation, % at 10 µM; EC50 in µM for titrated hits; actives 0.048% (n = 290,000);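 active means activation above 40% with more than 50 cells counted in the well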;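 further: U2OS osteosarcoma cells stably expressing GPR55 and beta-arrestin-GFP; plate controls were DMSO negative control for no effect and LPI positive control for full effect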
Salmonella PhoP GFP = inhibitors of PhoP regulon expression, primary screen, Salmonella Typhimurium, GFP reporter (AID 1863) | actives 0.16% (n = 300,000) | one-dose inhibition, % at 50 µM; IC50 in µM for titrated hits | S. Typhimurium PhoP-regulated promoter GFP reporter, 4 h; higher % means a stronger effect;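 active means inhibition over 29.93%, a cutoff 3 SD above the screen mean, later confirmed by dose response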;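 further: 0% = low Mg2+ inducing control and 100% = high Mg2+ repressing control; strong numbers were not always called active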
NTR1 agonist = agonists of NTR1, primary screen, imaging, U2OS cells, beta-arrestin-GFP, high content (AID 493036) | activation, % at 20 µM | actives 0.17% (n = 330,000) | Neurotensin receptor type 1 (Homo sapiens), P30989 | NTR1-U2OS beta-arrestin-GFP spot imaging, agonist mode;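 active means activation at or above 40% of the spot to cytoplasm intensity ratio, with at least 20 cells analyzed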;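 further: 0% = DMSO without peptide and 100% = 100 nM NTR1 peptide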
Target sequence (P30989 whole entry, looked up): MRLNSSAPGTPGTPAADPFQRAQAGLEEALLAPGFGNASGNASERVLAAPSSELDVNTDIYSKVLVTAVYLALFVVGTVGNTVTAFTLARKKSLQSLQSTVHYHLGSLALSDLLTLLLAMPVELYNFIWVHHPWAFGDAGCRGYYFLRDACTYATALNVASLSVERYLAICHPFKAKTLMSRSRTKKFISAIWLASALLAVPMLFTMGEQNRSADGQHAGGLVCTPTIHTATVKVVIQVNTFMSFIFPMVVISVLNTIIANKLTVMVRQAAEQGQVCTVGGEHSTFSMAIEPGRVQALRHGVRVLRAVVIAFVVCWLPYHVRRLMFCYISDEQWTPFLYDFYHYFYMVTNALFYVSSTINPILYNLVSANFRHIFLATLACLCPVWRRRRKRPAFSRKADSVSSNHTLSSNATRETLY
GPR35 antagonists = GPR35 antagonists blocking zaprinast-driven arrestin recruitment, primary screen, imaging, U2OS, beta-arrestin-GFP, zaprinast agonist (AID 2058) | G-protein coupled receptor 35 (Homo sapiens) | U2OS GPR35 beta-arrestin-GFP translocation imaging, zaprinast antagonism; higher % means a stronger effect | inhibition, % at 10 µM, or IC50 in µM where a hit was titrated | actives 0.052% (n = 290,000);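 active means inhibition of at least 50% with at least 30 cells and total cytoplasm GFP at most 10,000,000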
KOR beta-arrestin-1 = KOR agonists, beta-arrestin recruitment, primary screen, cell-based, luminescence, uHTS (AID 1777). Kappa-type opioid receptor (Homo sapiens). one-dose activation, % at 10 µM; EC50 in µM for titrated hits. actives 0.02% (n = 280,000). KOR beta-arrestin recruitment, luminescence; higher % means a stronger effect; in the data active means activation above about 50%, passing the limit was not always enough; further: a part of the inactive calls stands beside numbers as strong as those of hits
KOR beta-arrestin-2 = KOR antagonists, beta-arrestin recruitment, cell-based, luminescence, uHTS (AID 1778) | Kappa-type opioid receptor (Homo sapiens) | actives 0.091% (n = 290,000) | one-dose inhibition, % at 10 µM; IC50 in µM for titrated hits | KOR beta-arrestin recruitment, luminescence, antagonist mode; higher % means a stronger effect; in the data active means inhibition above about 50%; further: strong numbers were not always called active
T cell modulator = modulators of CD8 T cell-vesicle binding, primary screen, mouse 2C CD8+ T cells, flow cytometry | calls only at 7 µM | actives 0.068% (n = 330,000) | 2C CD8+ T cell-vesicle binding; active compounds read low;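 active means response, share of CD8 T cells binding vesicles, and their 90th percentile fluorescence all below set limits, cut at about 80% in these data, passing the limit was not always enough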
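System: murine 2C transgenic CD8+ T lymphocytes; also added: QL9-loaded Drosophila micro-vesicles; times: binding 1.5 h at 37 °C; measured by: flow cytometry, PE anti-B7-1 (FL2) versus Alexa647 anti-CD8 (FL8), PFA-fixed; control set: Peptide-free naked vesicles (low) and QL9 vesicles with 0.7% DMSO vehicle (high)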
West Nile virus CPE = West Nile virus antiviral activity, cell-based, CPE readout (AID 1621). West Nile virus-infected cells, CPE inhibition; higher % means a stronger effect. one-dose CPE inhibition, % at 10 µM; IC50 in µM for titrated hits. actives 0.02% (n = 290,000); in the data active means a potency from the dose series; further: strong numbers were not always called active
T cell modulator vesicle-bound % = recorded beside T cell modulator, whose call it bears; double positive events, %; measured here: CD8+ vesicle-bound cell fraction;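 binding gate set so that unloaded-vesicle control wells show 10% double positive cells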
NTR1 agonist cell count 20 µM = also measured in NTR1 agonist; calls as there; cell count; measured here: cell count, cytotoxicity flag
Numbers without * were called inactive; i = inactive; nt = no result given; [ ] = dose if it differs, or a comment.

SMILES	GPR55 antagonists	GPR55 beta-arrestin	Salmonella PhoP GFP	NTR1 agonist	NTR1 agonist cell count 20 µM	GPR35 antagonists	KOR beta-arrestin-1	KOR beta-arrestin-2	T cell modulator	T cell modulator vesicle-bound %	West Nile virus CPE
O=C(CCn1[nH]c(=O)c2ccccc2c1=O)N1CCOCC1	-3%	-0.1%	-9%	-1.2	47	3%	-5.3%	6%	i	33	0.3%
O=C(O)C(Cc1ccccc1)N1C(=O)/C(=C/c2cccc3ccccc23)SC1=S (centres undefined)	4%	0.1%	-8%	nt	nt	-20%	-1.0%	-17%	i	17	0.5%
COCCCN(C(=O)Nc1ccccc1)C(C)c1ccncc1 (centres undefined)	-1%	-0.1%	5%	-0.2	85	-10%	3.2%	0%	i	52	-0.1%
COc1ccc(OCC(=O)NNC(=O)c2cccc(S(=O)(=O)N(C)C)c2)cc1	13%	0.2%	-5%	4.8	66	-1%	-4.5%	30%	i	5	-0.5%
COCCNC(=O)c1cc2sccc2n1C	-6%	-0.1%	nt	0.2	50	3%	1.3%	17%[20 µM]	i	27	-0.7%
CC1(C)CC(=O)C(C(=O)CCCCC(=O)C2C(=O)CC(C)(C)CC2=O)C(=O)C1	1%	-0.1%	11%	-0.7	68	10%	-2.5%	19%	i	31	nt
CCCCN(CC)C(=O)CSc1nc2c(sc(=S)n2-c2ccc(OCC)cc2)c(=O)[nH]1	7%	0.2%	5%	nt	nt	-10%	0.8%	-22%	nt	nt	0.1%
COc1ccc(-c2nnc(CSc3ncnc4sc5c(c34)CCC5)o2)cc1OC	6%	0.0%	nt	nt	nt	2%	-2.4%	15%	nt	nt	nt
COCCOC(=O)c1cc(C(=O)c2cc(Cl)ccc2O)coc1=N	7%	-0.3%	4%	-0.7	26	-6%	-6.4%	16%	i	31	-1.2%
COC(=O)c1ccc(COc2ncnc3sccc23)cc1	-20%	-0.2%	1%	-0.4	44	7%	2.4%	-9%	i	49	0.1%
COc1ccc(C)cc1NC(=O)C1CCCN(S(=O)(=O)c2cccc3cccnc23)C1 (centres undefined)	-10%	-0.3%	nt	1.8	53	4%	-2.5%	2%[20 µM]	i	36	-0.1%
CC[n+]1ccc(C(=O)NCc2ccccc2)cc1	2%	0.0%	-9%	0.5	54	-6%	2.5%	-30%	i	39	-0.3%
CN1CCN(c2cc(=O)n(Cc3ccc(F)cc3)c(=O)[nH]2)CC1	-10%	-0.3%	-2%	-1.0	86	8%	-5.6%	-34%	i	12	0.3%
CN(C(=O)COC(=O)CNC(=O)C12CC3CC(CC(C3)C1)C2)C1CCS(=O)(=O)C1 (centres undefined)	-2%	0.1%	-10%	-0.3	52	-11%	9.7%	-49%	i	11	0.2%
CCOCCn1c(CN(Cc2ccccc2)Cc2ccccc2)nc2c1c(=O)[nH]c(=O)n2C	5%	-0.1%	0%	5.6	61	-1%	-0.3%	-13%	i	14	0.1%
COCCN(CC(=O)NCc1ccc(F)cc1)C(=O)CCC(=O)Nc1nccs1	15%	-0.1%	5%	0.7	61	8%	-0.9%	-19%	i	55	-0.1%
C=C(C)CN1CCN(c2ccc(N3C(=O)CCCC3=O)cc2[N+](=O)[O-])CC1	-3%	1.4%	-4%	-0.8	106	-10%	-1.8%	2%	i	16	nt
COc1cc(/C=C/c2sc3ccccc3[n+]2CCCS(=O)(=O)[O-])ccc1O	6%	-0.1%	-29%	-0.1	85	22%	-14%	19µM*	i	64	0.6%
CSc1ccc(CN2CCN(C(=O)CC(C)C)CC2)cc1	-6%	-0.2%	5%	2.2	70	0%	-1.9%	-2%[20 µM]	i	10	-0.5%
Cc1c(NS(=O)(=O)c2ccc3c(c2)n(C)c(=O)n3C)c(=O)n(-c2ccccc2)n1C	-6%	0.2%	-4%	-0.8	44	-5%	2.7%	8%	i	54	0.1%
CCOC(=O)c1cccc2c1-c1ccccc1/C2=N/O	2%	-0.1%	23%	3.4	51	11%	-2.0%	-2%	i	6	0.8%
O=C(O)C1CCCN1c1ncnc2ccccc12 (centres undefined)	4%	-0.1%	-12%	1.8	53	-3%	-3.7%	7%	i	40	-0.4%
COc1ccc(C)cc1S(=O)(=O)Nc1cccnc1	-2%	-0.2%	-4%	-4.0	99	6%	-3.9%	-30%	i	56	-0.1%
Cc1ccccc1Nc1nc(N)nc(CSc2nnc3ccccn23)n1	-10%	-0.7%	1%	0.8	60	-2%	2.3%	14%	i	16	-0.2%
O=C(COc1ncnc2ccc(Br)cc12)N1CCOCC1	1%	0.6%	4%	1.9	57	9%	-3.5%	15%	i	47	0.1%
CC(OC(=O)CNS(=O)(=O)c1ccc2ccccc2c1)C(=O)N(C)c1ccccc1 (centres undefined)	11%	-0.1%	2%	0.6	53	4%	4.0%	-10%	i	53	0.0%
O=C(Nc1cccc(C(F)(F)F)c1)N1CCC(c2nc(-c3ccc(F)cc3)no2)CC1	-3%	-0.1%	4%	16	73	-10%	-2.1%	29%	nt	nt	11%
CCOCCCN(C(=O)c1snc(C(N)=O)c1N)C(C(=O)NC1CCCC1)c1ccc(F)cc1 (centres undefined)	-13%	-0.1%	-2%	-0.9	56	-11%	1.7%	-10%	i	26	-0.3%
COc1cccc(/C=N/Nc2ccc(Cl)nn2)c1	6%	0.0%	-3%	-0.8	56	-18%	-1.7%	11%	i	47	-0.1%
CC(C)(C)c1cc2cccnc2n1Cc1cccc(F)c1	5%	-0.3%	1%	0.0	62	0%	0.1%	-1%	i	40	-0.5%
C=CCNC(=S)NNC(=O)CSc1nc2ccccc2s1	6%	10%	-5%	1.1	71	14%	-1.6%	17%	i	42	-0.8%
S=c1[nH]nc(-c2ccc(Cl)cc2)n1-c1cccnc1	-6%	-0.2%	2%	1.6	56	0%	nt	19%	i	40	0.4%
COc1ccc(CNC(=S)Nc2ccc(F)c(Cl)c2)cc1	-9%	-0.2%	-2%	3.2	45	14%	-2.4%	-18%	i	38	-0.7%
Cc1c(C(=O)NCc2ccc(F)cc2)oc2ccc(S(=O)(=O)N3CCOCC3)cc12	2%	-0.2%	9%	-0.9	46	-12%	-4.8%	4%	i	46	0.0%
Cc1cccc(NS(=O)(=O)c2ccc3c(c2)CCC(=O)N3)c1	6%	-0.2%	-12%	2.6	39	6%	0.3%	-12%	i	33	-0.6%
N#Cc1ccc(C(=O)Nc2cccc(NC(=O)c3ccco3)c2)c(F)c1	10%	0.2%	6%	-0.8	61	14%	-8.9%	7%[20 µM]	i	8	-0.3%
CC(Oc1ccccc1)C(=O)N=C1SC2CS(=O)(=O)CC2N1Cc1ccccc1 (centres undefined)	21%	-0.2%	10%	-0.7	65	2%	-4.0%	-11%	i	27	-0.4%
Cc1ccc(/C=C/C(=O)N2CCN(S(=O)(=O)/C=C/c3ccccc3)CC2)o1	-3%	-0.1%	nt	0.4	64	7%	0.0%	6%	i	56	0.1%
CCCCCC(=O)Nc1cccc(C2=NOC3(C2)C[C@@H](C(N)=O)N(C(=O)c2cc([N+](=O)[O-])cc([N+](=O)[O-])c2)C3)c1 (some centres undefined)	-1%	0.4%	-4%	2.8	74	-10%	-2.6%	33%	i	51	-0.1%
COCCNC(=O)/C(C#N)=C/c1cccc(/C=C(\C#N)C(=O)NCCOC)c1	3%	1.1%	8%	nt	nt	2%	4.4%	-14%	i	26	0.1%
Cc1ccc2nc(-c3cccnc3)c(Nc3ccccc3C)n2c1	12%	-0.2%	-2%	2.1	75	-4%	2.3%	-5%	i	25	-1.2%
O=C(c1ccc(Br)o1)N1CCN(c2ccc(F)cc2)CC1	11%	0.0%	-1%	3.2	64	-7%	-2.1%	24%	i	8	-0.4%
Cc1ccc2nc(SCC(=O)Nc3cccc([N+](=O)[O-])c3)[nH]c2c1	0%	0.0%	5%	3.1	76	20%	-0.5%	-10%	i	9	-0.4%
C(=C\c1ccccc1)/CN1CCN(Cc2ccc3c(c2)OCO3)CC1	-15%	-0.2%	3%	1.4	55	0%	0.2%	-21%[20 µM]	i	50	-1.3%
Cc1nc([N+](=O)[O-])c(Br)n1CC(=O)c1ccc(F)cc1	-16%	0.0%	7%	nt	nt	5%	0.4%	-24%	nt	nt	-0.6%
COc1cc(C(=O)N2CCc3ccccc32)c([N+](=O)[O-])cc1OC	16%	-0.2%	7%	0.4	66	14%	-3.6%	-45%[20 µM]	i	33	-0.2%
CCn1cc(C(=O)NCCc2ccc(OC)c(OC)c2)c(=O)c2cc(S(=O)(=O)N3CCOCC3)ccc21	-8%	0.2%	4%	1.5	61	14%	-3.6%	-22%	i	13	0.2%
Cc1ccc(CN(c2ccc(C(=O)N3CCCC3)cc2)S(C)(=O)=O)cc1	6%	-0.2%	3%	-0.1	53	-5%	-8.1%	-9%	i	18	-0.6%
Cc1cccc(-n2c(=O)c3ccccc3n3c(=S)[nH]nc23)c1C	3%	0.3%	0%	-0.2	63	-4%	-3.3%	-9%	i	24	-0.2%
CN(C)c1ccc(C2N3CC4(C)CN2CC(C)(C3)C4O)cc1 (centres undefined)	-10%	0.3%	-3%	0.3	103	11%	9.8%	-33%	i	29	0.2%
COc1ccc(N2CCN(CCNC(=O)CCCn3c(=O)[nH]c4cc(Cl)ccc4c3=O)CC2)cc1	-1%	0.8%	1%	1.1	59	-3%	-1.1%	-31%	i	46	0.1%
CCN(CC(O)Cn1c2ccccc2c2ccccc21)S(=O)(=O)c1ccc(C)cc1 (centres undefined)	22%	-0.1%	-1%	21	87	4%	-0.2%	6%	i	34	-0.9%
COCCNC(=O)c1onc(CSc2ccccc2)c1C(=O)O	-11%	-0.1%	-2%	-1.0	71	0%	-1.1%	-10%	nt	nt	-0.1%
CCCNC(=O)Cc1c(C)oc2ccccc12	6%	0.0%	5%	-0.4	33	2%	5.8%	38%	i	36	0.1%

Reprinted at random: two records from the list, in no set order.
SMILES	GPR55 antagonists	GPR55 beta-arrestin	Salmonella PhoP GFP	NTR1 agonist	NTR1 agonist cell count 20 µM	GPR35 antagonists	KOR beta-arrestin-1	KOR beta-arrestin-2	T cell modulator	T cell modulator vesicle-bound %	West Nile virus CPE
CN(C(=O)COC(=O)CNC(=O)C12CC3CC(CC(C3)C1)C2)C1CCS(=O)(=O)C1 (centres undefined)	-2%	0.1%	-10%	-0.3	52	-11%	9.7%	-49%	i	11	0.2%
CC1(C)CC(=O)C(C(=O)CCCCC(=O)C2C(=O)CC(C)(C)CC2=O)C(=O)C1	1%	-0.1%	11%	-0.7	68	10%	-2.5%	19%	i	31	nt
